Assay outcomes deposited in PubChem by several laboratories.
MCL1-BIM inh: inhibitors of MCL1 binding to BIM-BH3, primary screen, biochemical, fluorescence polarization | Induced myeloid leukemia cell differentiation protein Mcl-1 (Homo sapiens), Q07820 | GST-MCL1 / FITC-Bim-BH3 fluorescence polarization | inhibition, % at 10.9 µM | 0.68% of 320,000 active | AID 2057, 2009;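 active = inhibition above the mean inhibition of all tested compounds plus 3 SD, set per campaign, cut at about 40% in these data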;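 also: 0% = DMSO wells and 100% = unlabeled Bim-BH3 peptide control; higher means more loss of mP so more displacement of Bim peptide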
PME-1 primary: PME-1 inhibitors via competitive probe labeling, primary screen, biochemical, fluorescence polarization, FP-Rh probe, HTS. Protein phosphatase methylesterase 1 (Homo sapiens), Q9Y570. recombinant PME-1. inhibition, % at 5.9 µM. 0.53% of 320,000 active;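 active = inhibition above the campaign mean of all compounds plus 3 SD, cut at about 26% in these data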;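 also: competitive labeling of PME-1 active site by serine hydrolase directed probe; 0% = PME-1 with DMSO and 100% = wells lacking PME-1 enzyme; inhibitors block probe labeling so polarization falls and inhibition rises; many of its hits are not listed in these tables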
PAD4 FP inh: human PAD4 inhibitors, primary screen, biochemical, fluorescence polarization, 1536-well format; Protein-arginine deiminase type-4 (Homo sapiens), Q9UM07; recombinant PAD4, RCA probe fluorescence polarization; inhibition, % at 6.36 µM; 0.41% of 330,000 active;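 active = percent inhibition above a cutoff equal to the mean of all tested compounds plus 3 SD, cut at about 15% in these data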;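 also: 0% = PAD4 with RCA probe and DMSO and 100% = probe without PAD4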
TPT1 inh: Candida albicans TPT1 enzyme inhibitors, primary screen, biochemical, fluorescence polarization; inhibition, % at 5 µM; 0.81% of 300,000 active; recombinant caTPT1, FP RNA substrate dephosphorylation; AID 1962, 2009;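 active = inhibition above the mean of all tested compounds plus 3 SD, set per screening campaign, cut at about 24% in these data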;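 also: plate controls were DMSO alone for no effect and ferristatin control at 100 nM for full effect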
GSTO1 counter: inhibitors of recombinant GSTO1, primary screen, counter-screen for RBBP9 inhibitor project, biochemical, fluorescence polarization; 1.1% of 300,000 active; Glutathione S-transferase omega-1 (Homo sapiens), P78417; inhibition, % at 5.96 µM; activity-based probe fluorescence polarization;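 active = inhibition above the campaign mean inhibition plus 3 SD, cut at about 35% in these data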;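 also: 0% = GSTO1-1 with DMSO and 100% = wells lacking GSTO1-1 enzyme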
Fam108B counter: mouse Fam108B serine hydrolase inhibitors, primary screen, counter-screen for RBBP9 inhibitor project, biochemical, fluorescence polarization | recombinant Fam108B, FP-Rh probe fluorescence polarization | inhibition, % at 9.51 µM | 0.33% of 300,000 active;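 active = inhibition above the screen mean inhibition plus 3 SD, computed separately per campaign, cut at about 18% in these data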;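 also: inhibitors lower polarization as less probe binds the enzyme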
BCLXL inh: inhibitors of human Bcl-xL, primary screen, biochemical, fluorescence polarization, HTS | Bcl-2-like protein 1 (Homo sapiens), Q07817 | GST-Bcl-xL / FITC-Bim BH3 peptide fluorescence polarization | inhibition, % at 10.9 µM | 0.7% of 320,000 active;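 active = inhibition above the mean of all tested compounds plus 3 SD, cutoff set per campaign, cut at about 30% in these data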;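 also: 0% = DMSO wells and 100% = unlabeled Bim-BH3 peptide competitor; inhibitors lower millipolarization by displacing the labeled peptide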
GLD-1 RNA inh: GLD-1/TGE RNA complex disruptors, primary screen, biochemical, fluorescence polarization | 0.44% of 320,000 active | purified GLD-1 + fluorescein TGE RNA | inhibition, % at 5.96 µM;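 active = percent inhibition above a per-plate cutoff, the plate mean of test compounds plus 3 SD, cut at about 30% in these data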;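 also: 0% = DMSO wells with GLD-1 and probe and 100% = wells lacking GLD-1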
Target sequence (Q17339 whole entry, looked up): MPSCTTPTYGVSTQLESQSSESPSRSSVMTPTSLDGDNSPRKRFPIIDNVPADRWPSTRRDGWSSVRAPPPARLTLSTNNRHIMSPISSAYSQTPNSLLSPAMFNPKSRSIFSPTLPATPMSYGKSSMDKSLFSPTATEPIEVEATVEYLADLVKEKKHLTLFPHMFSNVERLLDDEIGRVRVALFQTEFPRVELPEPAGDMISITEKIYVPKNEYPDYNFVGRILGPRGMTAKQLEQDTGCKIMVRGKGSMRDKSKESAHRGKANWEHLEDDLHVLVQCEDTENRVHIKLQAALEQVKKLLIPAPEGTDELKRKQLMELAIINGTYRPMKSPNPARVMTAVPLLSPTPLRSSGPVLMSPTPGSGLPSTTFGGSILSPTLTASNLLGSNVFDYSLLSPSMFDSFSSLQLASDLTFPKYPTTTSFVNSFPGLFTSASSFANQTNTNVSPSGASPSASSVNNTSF
MEX-5 binding: MEX-5 zinc finger RNA-binding disruptors – biochemical, C. elegans, fluorescence polarization, MLPCN library, primary screen | Zinc finger protein mex-5 (Caenorhabditis elegans), Q9XUB2 | MEX-5/FITC-TCR2 RNA binding; stronger effect = lower value | activity score (negative = inhibition of binding), % at 10 µM | 0.38% of 300,000 active;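 active = inhibition past about -25% in most replicates, and total fluorescence under double the plate's negative control median, limit read from the data; inconclusive = replicates evenly split on the limit, or fluorescence at least double controls; inactive = too little inhibition in most replicates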;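 also: 0% = DMSO and -100% = 5 µM competing unlabeled TCR2 RNA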
Target sequence (Q9XUB2 whole entry, looked up): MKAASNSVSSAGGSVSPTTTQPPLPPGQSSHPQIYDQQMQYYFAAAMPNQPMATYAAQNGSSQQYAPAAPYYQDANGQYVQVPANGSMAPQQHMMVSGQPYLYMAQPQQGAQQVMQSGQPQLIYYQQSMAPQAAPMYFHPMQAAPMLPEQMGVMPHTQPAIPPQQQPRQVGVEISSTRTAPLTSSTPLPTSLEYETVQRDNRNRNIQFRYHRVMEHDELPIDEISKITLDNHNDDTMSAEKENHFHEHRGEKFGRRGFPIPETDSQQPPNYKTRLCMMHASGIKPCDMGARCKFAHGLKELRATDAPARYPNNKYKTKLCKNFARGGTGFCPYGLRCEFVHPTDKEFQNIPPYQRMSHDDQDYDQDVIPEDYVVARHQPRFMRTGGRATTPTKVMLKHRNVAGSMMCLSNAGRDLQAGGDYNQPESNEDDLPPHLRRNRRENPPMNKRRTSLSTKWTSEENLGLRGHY
* hit, by the source's call; ? = inconclusive; / = no result given. This is a subset; rates above refer to the full screens.

SMILES | MCL1-BIM inh | PME-1 primary | PAD4 FP inh | TPT1 inh | GSTO1 counter | Fam108B counter | BCLXL inh | GLD-1 RNA inh | MEX-5 binding
Cc1[nH]c(=O)[nH]c(=O)c1/C=N/NC(=O)[C@H](C)N | 11 | -1 | -1 | -3 | 6 | 2 | 10 | 10 | -9.2
OCCN1CCN(Cc2cc(Br)cc(Br)c2O)CC1 | 4 | 4 | 3 | 1 | 7 | 3 | 3 | 6 | -2.1
COc1ccc(CN2CCN(CC=C(C)C)C(CCO)C2)cc1Cn1cccn1 (configuration not stated) | 3 | 6 | -2 | 2 | 6 | 6 | 4 | 5 | 1.5
Cc1cnc(NC(=O)CN2CCN(c3ccccc3F)CC2)s1 | -2 | -1 | -1 | -2 | 9 | -4 | 3 | 2 | 0.0
COc1ccc(S(=O)(=O)NC2(C(F)(F)F)N=C3SCCN3C2=O)cc1 (configuration not stated) | 8 | -3 | -4 | -4 | -3 | -2 | 4 | -2 | 1.4
CCCS(=O)(=O)N1CCC(C(=O)NCCN2CCC(Cc3ccccc3)CC2)CC1 | 2 | 0 | 6 | 3 | -5 | 2 | -2 | -2 | 0.1
Cc1ccc(C(=O)NCCCNC(=O)c2ccccc2F)cn1 | 0 | -9 | 3 | 1 | 3 | -5 | 3 | 8 | -1.9
CS(=O)(=O)c1ccc(Cl)c(NC(=O)COC(=O)/C=C/c2cnc3ccccc3n2)c1 | 6 | -12 | 1 | 4 | -2 | -6 | 6 | 2 | -4.6
CC1CCC2(CC1)NC(=O)N(CC(=O)c1ccc(Cl)s1)C2=O (configuration not stated) | -15 | 0 | -2 | 2 | 1 | 5 | 1 | -7 | -1.5
O=C(COc1ccccc1)Nc1ccc(Cl)cc1Cl | 3 | -3 | -1 | 0 | 1 | -2 | 7 | 0 | -3.7
OCC#CCSc1nnc(-c2ccccc2Br)o1 | -15 | -2 | -5 | -5 | 1 | 2 | -6 | 1 | -1.1
Cc1ccc(CCC(=O)Nc2ccc(CC(=O)O)cc2)o1 | 3 | -4 | 2 | -3 | 11 | 0 | 6 | 9 | -3.3
O=C(Nc1cc(C(F)(F)F)ccc1N1CCOCC1)c1ccc(Cl)nc1 | -7 | -4 | 0 | 8 | -3 | -2 | -2 | 4 | 1.7
COc1ccc(NC(=O)Nc2c[nH]c(=O)[nH]c2=O)cc1OC | 3 | 9 | 0 | -5 | 10 | -1 | 6 | 4 | -2.2
CCCc1c(NC(=O)Nc2ccc(F)cc2)cnn1-c1ccc(Cl)cc1 | -4 | -2 | 1 | 4 | 7 | -2 | 2 | 10 | -1.8
Cc1ccc2[nH]c(=O)c3cc(C(=O)NC(C)C)sc3c2c1 | 167* | -2 | -8 | -54 | -7 | -2 | 138* | 155* | -0.3
CN(C)c1nc(N(C)C)nc(N2CC(=O)N(c3ccccc3)C2=N)n1 | 0 | 1 | -4 | -3 | 3 | 1 | -2 | -2 | -0.3
CCn1ncc(S(=O)(=O)NCc2ccccc2Cl)c1C | 11 | 5 | 0 | 0 | -4 | 4 | 1 | 3 | -0.6
CCOCCCNc1nc2c(C)cccn2c(=O)c1/C=C1\SC(=S)N(C(C)CC)C1=O (configuration not stated) | -119 | -14 | -29 | 135* | -20 | -1 | -82 | -67 | ?
CCC(C)NS(=O)(=O)c1ccc(-c2csnn2)s1 (configuration not stated) | -4 | 8 | 5 | 2 | 5 | 3 | -1 | 4 | 0.5
O=C(COC(=O)Cc1ccccc1[N+](=O)[O-])NNC(=O)c1ccc([N+](=O)[O-])cc1 | 4 | 4 | -2 | / | / | / | 0 | -2 | /
Cc1ccc(C(=O)N/N=C/c2c(O)ccc3ccccc23)cn1 | 10 | 17 | -1 | 84* | 21 | 13 | -6 | -70 | 2.5
CCCC1CCC(c2ccc(/C(N)=N/O)cc2)CC1 (configuration not stated) | 1 | 4 | -2 | -2 | -10 | -2 | -2 | -2 | 2.9
CCOC(=O)C1=C(C)NC(=O)NC1c1c(O)ccc2ccccc12 (configuration not stated) | -3 | -3 | 2 | -3 | 11 | 4 | 7 | 1 | 0.6
C[C@H](NC(=O)OC(C)(C)C)C(=O)N/N=C/c1ccc2nccnc2c1 | 2 | -1 | 2 | -4 | 1 | -2 | -3 | 1 | 1.6
COc1ccc(N(C(=O)C(C)C)S(=O)(=O)c2cccc([N+](=O)[O-])c2)cc1 | -3 | 0 | -2 | -8 | 12 | 1 | 5 | 8 | 3.0
Cc1ccc(CSCCNS(=O)(=O)c2ccc(C)cc2)cc1 | 0 | 6 | 0 | 3 | 7 | -3 | 2 | 5 | 1.2
CCOC(=O)N1CCC(NC(=O)CN2C(=O)COc3ccc(C(C)(C)C)cc32)CC1 | 9 | -7 | -1 | 0 | 2 | -3 | 3 | 4 | 0.7
CCOc1ccc(-c2cn(-c3cccc(SC)c3)c(=O)[nH]2)cc1 | -3 | 0 | -2 | 10 | 0 | 0 | -3 | -4 | 0.6
COc1cccc(CN(C(=O)COc2ccc(Cl)cc2)C2CCS(=O)(=O)C2)c1 (configuration not stated) | 9 | -4 | 2 | 0 | 3 | 7 | 3 | 1 | -1.7
CS(=O)(=O)N(CC(=O)N1CCN(Cc2ccccc2)CC1)Cc1ccccc1 | 4 | -9 | 4 | -2 | 0 | -2 | 2 | 0 | -0.5
O=S(=O)(c1ccc2c(c1)CCCN2)N1CCCC1 | 11 | 1 | -1 | / | / | / | 6 | 5 | /
Cc1ccc(NC(=O)CN(C)CC(=O)Nc2cccc(F)c2)cc1[N+](=O)[O-] | 0 | 2 | -12 | 3 | 11 | -4 | 2 | -5 | -0.6
Cc1ccc(CS/C(Nc2ccccc2C)=C(\C#N)C(=O)NCc2ccco2)c(C)c1 | 5 | -10 | 4 | -3 | 2 | -6 | 3 | -3 | 2.1
COc1ccc(Cn2c(=O)[nH]c3cc(C(=O)NCCc4ccc(S(N)(=O)=O)cc4)ccc3c2=O)cc1 | -7 | -18 | -6 | -1 | -19 | -30 | -2 | -8 | -0.3
CC(=O)OCc1c(C)cc(C)c(/C=C(/C#N)C(N)=O)c1C | 4 | 4 | -5 | 2 | -6 | 0 | 3 | 7 | -1.0

An excerpt from above in order of length of the SMILES, smallest number first:
SMILES | MCL1-BIM inh | PME-1 primary | PAD4 FP inh | TPT1 inh | GSTO1 counter | Fam108B counter | BCLXL inh | GLD-1 RNA inh | MEX-5 binding
Cc1cnc(NC(=O)CN2CCN(c3ccccc3F)CC2)s1 | -2 | -1 | -1 | -2 | 9 | -4 | 3 | 2 | 0.0
CC(=O)OCc1c(C)cc(C)c(/C=C(/C#N)C(N)=O)c1C | 4 | 4 | -5 | 2 | -6 | 0 | 3 | 7 | -1.0
Cc1[nH]c(=O)[nH]c(=O)c1/C=N/NC(=O)[C@H](C)N | 11 | -1 | -1 | -3 | 6 | 2 | 10 | 10 | -9.2
COc1cccc(CN(C(=O)COc2ccc(Cl)cc2)C2CCS(=O)(=O)C2)c1 (configuration not stated) | 9 | -4 | 2 | 0 | 3 | 7 | 3 | 1 | -1.7
COc1ccc(Cn2c(=O)[nH]c3cc(C(=O)NCCc4ccc(S(N)(=O)=O)cc4)ccc3c2=O)cc1 | -7 | -18 | -6 | -1 | -19 | -30 | -2 | -8 | -0.3

(listing goes on)
SMILES | MCL1-BIM inh | PME-1 primary | PAD4 FP inh | TPT1 inh | GSTO1 counter | Fam108B counter | BCLXL inh | GLD-1 RNA inh | MEX-5 binding
COc1ccc2c(OC)cc(-c3ccccc3)nc2c1 | 3 | -2 | -3 | -4 | -3 | 0 | 4 | 0 | 0.1
CC1(C)CNc2cc(N)ccc2S1 | 66* | 6 | 3 | 61* | 39* | 2 | 25 | -18 | -1.7
O=C(c1ccc(CS(=O)Cc2ccc(Cl)cc2)o1)N1CCN(c2ccccc2)CC1 (configuration not stated) | 3 | 7 | -1 | 0 | 4 | 2 | 0 | 3 | -0.4
Cn1nc(OC(=O)Nc2ccc(F)cc2)cc1C(F)(F)F | 1 | 0 | 1 | -5 | 5 | 2 | 0 | 1 | -0.8
CCCCn1nnc(NC(=O)c2ccc(-c3cccc([N+](=O)[O-])c3)o2)n1 | 13 | -3 | 2 | -2 | 3 | 3 | 9 | 4 | -0.6
Cc1cc(C)c(NC(=O)Cn2nnc(C(=O)NCc3cccs3)c2N)c(C)c1 | 3 | -1 | 1 | 0 | -2 | -3 | 4 | 5 | 0.9
Cc1ccc(S(=O)(=O)Nc2ccc3c(c2)nc(CCN2CCOCC2)n3C)cc1 | 1 | 3 | 2 | -3 | -5 | 4 | 1 | 1 | 1.0
Cc1cc(NC(=O)c2cccc(Cl)c2)n[nH]1 | -2 | -1 | -3 | -2 | -1 | 4 | 0 | -3 | -0.3
O=C(NCc1ccco1)C1CCN(S(=O)(=O)Cc2ccccc2)CC1 | 3 | 4 | 3 | -5 | 13 | 4 | 4 | -5 | -1.8
CSCCC(NC(=O)c1ccco1)C(=O)OCC(=O)N1c2ccccc2NC(=O)C1(C)C (configuration not stated) | 3 | -4 | -1 | / | / | / | -1 | 6 | /
Oc1c(C(c2cccs2)N2CCN(c3ccc(F)cc3)CC2)sc2ncnn12 (configuration not stated) | 5 | 2 | 0 | 2 | 5 | 3 | 7 | 2 | -2.7
CSc1ccc(CCNS(=O)(=O)c2c(C)[nH]c(C)c2C(=O)N2CCCCC2)cc1 | 4 | 0 | 0 | -1 | -7 | 4 | -1 | 3 | -0.3
COCCSc1ccccc1C(=O)Nc1ccc2c(c1)OCCO2 | -5 | -1 | -1 | 2 | 4 | 6 | 0 | 7 | -1.0
CNc1c([N+](=O)[O-])cnn1-c1cccc(Cl)n1 | 0 | -6 | -2 | -4 | -1 | -3 | 3 | -5 | -3.1
COc1ccccc1-n1c(SCC(N)=O)nc2sc3c(c2c1=O)CCC3 | 3 | 2 | -1 | 1 | 2 | -2 | 4 | 7 | -0.6

In another format: 2 of the compounds above.
mol	MCL1-BIM inh	PME-1 primary	PAD4 FP inh	TPT1 inh	GSTO1 counter	Fam108B counter	BCLXL inh	GLD-1 RNA inh	MEX-5 binding
Cc1ccc(CSCCNS(=O)(=O)c2ccc(C)cc2)cc1	0	6	0	3	7	-3	2	5	1.2
CCOC(=O)N1CCC(NC(=O)CN2C(=O)COc3ccc(C(C)(C)C)cc32)CC1	9	-7	-1	0	2	-3	3	4	0.7
